miR122 inh: miR-122 Renilla sensor signal increase in Huh7, primary screen, miR-122 inhibitor project, cell-based, single point, plate reader | Huh7 miR-122 Renilla luciferase sensor, 48 h; neutral wells = 0, positive control = 100 | activation (reporter increase), % at 12.5 µM | hit rate 0.3% among 340,000 | AID 602342, 2012;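 active = mean replicate activation score at least 90 and every replicate individually at or above 90; inconclusive = only one of the two criteria met; inactive = neither criterion met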;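 note: higher luciferase means less miR-122 activity so hits act as miR-122 inhibitors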
DENV2 CPE rescue: inhibitors of DENV2 cytopathic effect, primary screen, cell-based, plate reader, single concentration; CPE inhibition, % at 9.99 µM; AID 651640, 2012; hit rate 1.7% among 350,000; DENV2-infected cells, cytopathic effect rescue; in the data active = CPE inhibition above about 20%, passing the limit was not always enough; inconclusive = no clear call, values can overlap the other calls; tested in BHK-21 cells;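 note: 0% = median of neutral control wells and 100% = median of positive control wells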
EWS-Fli inh: EWS/Fli-driven NR0B1 reporter inhibitors, primary screen, A673 cells, NR0B1 luciferase, luminescence, MLPCN library; viability-normalised; inhibition, % at 12.6 µM; hit rate 0.67% among 350,000; AID 651661, 2012;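 active = mean inhibition of at least 50% after viability correction, with every replicate also passing that limit; inconclusive = mean reaches 50% but only one of two replicates passes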;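 note: firefly luciferase signal divided by Alamar Blue viability fluorescence both relative to DMSO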
FN deposition inh: inhibitors of fibronectin matrix deposition, primary screen, AH1F cells, Alexa488-fibronectin fluorescence, plate reader | AH1F fibroblasts, overnight | inhibition, % at 12.6 µM | hit rate 0.086% among 350,000;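 active = mean inhibition across replicates of 30% or more, regardless of how many single replicates reach that level; inconclusive = mean under 30% yet at least half of replicates reach 30%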;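 note: positive control wells lacked labelled fibronectin entirely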
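Test system: AH1F fibroblast monolayer depositing Alexa488-labelled fibronectin into matrix. Input: 10000 cells per well. Technique: fluorescence, ex 485 nm, em 525 nm. Buffer or medium: DMEM plus 2% serum, read in PBS. Timing: 1 h cell adhesion before compound, then overnight fibronectin incubation. Compound: single dose, pinned. Read-out basis: inhibition from reduced deposited-fibronectin fluorescence.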
INS-1E GSIS act: GLuc luminescence reporter in INS-1E cells, primary screen for activators of glucose-dependent secretion of insulin; INS-1E GLuc reporter insulin secretion, 2-3 h; activation, % at 16.6 µM; hit rate 0.61% among 370,000; AID 743287, 2014;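 active = lowest replicate activation of at least 40%, so every replicate reaches that level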;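 note: 0% = median of neutral control wells and 100% = median of IBMX positive control wells; some compounds called inactive have numbers as strong as hits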
PAX8 reporter: inhibitors of PAX8-driven TPO luciferase reporter, primary screen, RMG-I cells, single concentration; SteadyGlo, 24 h; hit rate 1.2% among 360,000; inhibition, % at 12.6 µM;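 active = mean replicate inhibition at least 60% with every replicate also reaching 60%; inconclusive = only one of the two criteria is met; inactive = mean below 60% and not all replicates reaching 60%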;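 note: luciferase light reporting Pax8 driven TPO promoter activity; plate controls were median of neutral control wells for no effect and mitoxantrone controls for full effect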
CFTR F508del cor: F508del CFTR correction, initial screen, CFBE line, single point. CFBE cells, YFP halide quenching; stimulated with forskolin plus potentiator P3; % fluorescence drop versus neutral controls. activity (quench increase), % at 7.58 µM. hit rate 0.36% among 350,000;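 active = mean added fluorescence quench of at least 8% versus neutral control, with both replicates also reaching 8%; inconclusive = only one of the mean or replicate conditions met; inactive = mean below 8% and not both replicates reaching 8%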;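 note: cells transiently co-express mutant CFTR-F508del with the halide-sensitive YFP; corrector assay measuring rescue of mutant channel to the surface after 24 h compound exposure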
Active calls of the source: *; ? = inconclusive; · = no result given; & = joins results of further samples; ! = a repeat was not active; [ ] = remark or other dose.

smiles	miR122 inh	DENV2 CPE rescue	EWS-Fli inh	FN deposition inh	INS-1E GSIS act	PAX8 reporter	CFTR F508del cor
COc1ccc(S(=O)(=O)Nc2cc3c4c(c2)CCN4C(=O)CC3)cc1C	·	1	-13	4	-7	-11	-0.1
N#C/C(=C\c1cccc(Br)c1)C(=O)N1CCCCC1	1	-3	9	-5	-17	7	0.0
CCCC(C)NC(=O)C1CCN(C(=O)C2CC(=O)N(c3ccc(C)cc3)C2)CC1 (centres undefined)	-10	-1	-4	4	7	-6	-0.4
CCOCCCNC(=O)C1CCN(S(=O)(=O)N2CCCC2)CC1	·	2	-10	-8	-10	-15	-1.2
Cc1nc([N+](=O)[O-])cn1CC(=O)Nc1ccc(Cl)cc1	-4	?	22	2	13	7	0.1
CCOC(=O)Cc1cnc(NC(=O)CSc2nc3ncnc(N)c3[nH]2)s1	·	2	1	15	-2	3	6.2
Cc1ccc(S(=O)(=O)Nc2ccc3c(c2)C(=O)N([C@H](C)CO)C[C@H](C)[C@H](CN(C)Cc2ccc4c(c2)OCO4)OCCCC[C@H](C)O3)cc1	-9[16.7 µM]	-2	12	·	-17	55	1.0
C[C@H](CO)N1C[C@H](C)[C@@H](CN(C)C(=O)Nc2ccc(F)cc2)OCCCC[C@H](C)Oc2ccc(NS(=O)(=O)c3cn(C)cn3)cc2C1=O	2[16.7 µM]	-5	-11	-3	6	-12	0.1
O=C(Nc1cc2c3c(c1)C1CCCC1CN3CC1CCCC21)c1ccc([N+](=O)[O-])cc1 (centres undefined)	-11	·	·	4	-35	17	·
CC1(C)CC(=O)c2sc(NS(=O)(=O)c3cc(Cl)ccc3Cl)nc2C1	3	-1	14	4	-15	0	-0.8
CN(C)c1ccc2c(c1[N+](=O)[O-])Cc1ccccc1-2	·	7	-86	8	-1	-102	-2.1
O=C(NC(=O)c1ccccc1)Nc1ccccc1O	4	-5	-32	-1	0	-137	1.2
Cc1cc(C(F)(F)F)nc(NNc2nc(C)cc(C(F)(F)F)n2)n1	·	3	-1	-2	6	7	4.2
Cn1c(SCC(=O)Nc2ccc(Br)cn2)nnc1C1CC1	·	-6	·	0	3	-14	-4.6
CC(C)NC(=O)N1CC[C@@H]2[C@@H](CO)N(C)c3ccc(-c4cccc(F)c4)cc3[C@@H]21	?	-16	-9	-23	-4	13	-3.1
CC(NC(=O)c1nn(C)c(=O)c2ccccc12)c1ccccc1 (centres undefined)	-13	·	·	4	·	-1	·
COCCn1c(C)cc(C(=O)Cn2nc(C(=O)O)c3ccccc3c2=O)c1C	·	1	-58	-3	-9	-70	-2.4
CCCC(C(=O)NNC(=O)c1ccncc1)c1ccccc1 (centres undefined)	·	?	-3	2	-5	-16	-4.3
Cc1ccc(S(=O)(=O)N2[C@@H]3CNC[C@H]2C3c2ccc(-c3ccccc3C)cc2)cc1 (some centres undefined)	·	10&0	14&9	8&-2	1&-13	-7&5	0.3&-0.6
CN1CCN(CC(=O)NC2CCCCC2)CC1	0	·	·	-3	3	·	·
N#Cc1cccc(-c2ccc(C3[C@H]4CNC[C@@H]3N4C(=O)Nc3ccc(F)cc3)cc2)c1 (some centres undefined)	·	23*!	-8	6&-6	-32&-2	7	1.1&-4.5
COc1cccc(-c2ccc([C@H]3[C@@H](CO)N4C(=O)CN(C(=O)C5CCOCC5)C[C@@H]34)cc2)c1	·	33*	0	·	13	-13	-3.4
Cc1cccc(NC(=O)NNC(=O)c2cc3ccccc3cc2O)c1C	·	·	-9	2	-5	2	-0.7
COc1ccc(N2CCN(C(=O)COC(=O)CCOc3cc(C)ccc3C)CC2)cc1	·	-12	1	-3	-47	4	0.5
CCOC(=O)c1ccc(-c2c(-c3ccc4c(c3)OCO4)noc2-c2ccsc2)cc1F	-4	-15	-1	-6	·	3	3.6
O=C(C[C@H]1CC[C@@H]2[C@H](COC[C@H](O)CN2Cc2ccc3c(c2)OCO3)O1)N1CCOCC1	4[16.7 µM]	-5	10	15	0	2	-2.1
CCCC#Cc1ccc2c(c1)O[C@@H](CN(C)C(=O)C1CCC1)[C@@H](C)CN([C@@H](C)CO)S2(=O)=O	4[16.7 µM]	4	13	19	-21	·	-4.2
COCC(=O)Nc1ccc2c(c1)[C@H]1C[C@@H](CC(=O)N3CCOCC3)O[C@H](CO)[C@H]1O2	-1[16.7 µM]	0	-8	-10	8	-1	0.3
CCC(c1c(C)n(C)n(-c2ccccc2)c1=O)c1c(C)n(C)n(-c2ccccc2)c1=O	-6	·	·	0	20	-21	·
C[C@@H]1CN([C@@H](C)CO)C(=O)c2cc(NC(=O)Nc3cccc4ccccc34)ccc2O[C@H]1CN(C)Cc1ccc(C(=O)Nc2ccccc2N)cc1	8[16.7 µM]	10	31	·	-4	·	1.1
Cc1noc(C)c1S(=O)(=O)Nc1ccc2c(c1)C(=O)N([C@H](C)CO)C[C@H](C)[C@H](CN(C)C(=O)NC1CCCCC1)OCCCC[C@@H](C)O2	11[16.7 µM]	-9	-6	·	-6	-4	-1.6
NNC(=O)c1cc2c(ccc3ccccc32)o1	·	-2	-1	-20	-2	-3	7.7
O=C(NC1CCCCC1)C(c1ccc(O)cc1)N(C(=O)c1cnccn1)c1cccc(F)c1 (centres undefined)	-1	-4	-12	-2	12	-15	5.4
C[C@@H]1CN([C@H](C)CO)C(=O)c2cc(NS(=O)(=O)c3ccc(F)cc3)ccc2O[C@@H](C)CCCCO[C@@H]1CN(C)C(=O)c1ccncc1	6[16.7 µM]	-2	4	-1	-6	3	-2.8
COc1ccc(OC)c(NCc2nnc(-c3ccccc3)o2)c1	0	-7	20	-1	-9	17	2.6
O=C(C1CCOCC1)N1CC2(C1)[C@@H](c1ccccc1)[C@@H](CO)N2C(=O)CC1CC1	·	18	-4	-18	5	-7	-1.6
Cc1sc2nc(CN(C(=O)c3cccs3)C3CCCC3)[nH]c(=O)c2c1C	11	·	·	-2	·	35	·
COc1ccc(S(=O)(=O)N2CCN(C(=O)C3CC(=O)N(c4ccccc4F)C3)CC2)cc1OC (centres undefined)	-1	3	9	-4	23	6	-2.9
Brc1ccc(-n2cc(-c3ccccc3)c3c(NN4CCOCC4)ncnc32)cc1	1	-11	9	4	-21	95*	-1.5
Cc1cc(=O)oc2cc(Oc3ccc([N+](=O)[O-])cc3C(F)(F)F)ccc12	-4	·	·	-7	·	14	·
C[C@H]1CN([C@@H](C)CO)C(=O)Cc2cc(NC(=O)Cc3ccccc3)ccc2O[C@@H]1CN(C)C	2[16.7 µM]	-1	-5	·	21	6	2.8
O=C1CN(c2ccccc2)C(=S)N1C(=O)c1ccc(Br)cc1	6	0	-89	-3	3	-231	0.9
C[C@@H]1CN([C@@H](C)CO)C(=O)c2cccc(NC(=O)Nc3ccc(F)cc3)c2O[C@H]1CN(C)S(=O)(=O)c1cn(C)cn1	-6[16.7 µM]	·	-6	·	4	11	-1.5
CCOc1cc(CNCc2ccc3c(c2)OCO3)ccc1OC	5	-1	3	-1	4	-14	1.0
O=C(C[C@H]1CC[C@H](NC(=O)NC2CCCC2)[C@@H](CO)O1)NCc1ccc(F)cc1	12[16.7 µM]	-5	-1	·	6	5	0.2
O=C(NC(=O)c1c(F)cccc1F)Nc1ccccc1SC(F)F	·	9	-7	2	-2	-4	1.8
O=C(CC(O)(CC(=O)OCc1ccccc1)C(=O)OCc1ccccc1)OCc1ccccc1	·	6	-8	-1	-33	-7	2.5
COc1ccccc1NC(=O)c1ccc(NC(=O)C2CC2C)cc1 (centres undefined)	·	-1	-15	6	32	2	2.6
Cc1ccc(N(CC(=O)NC(C)(C)C)C(=O)CCC(=O)Nc2nccs2)cc1C	1	0	4	-16	-5	-26	6.1
CC(CCc1ccccc1)NC(=O)CN1CCc2ccccc2C1 (centres undefined)	10	-1	-5	-1	-48	2	-0.6

Other records:
smiles	miR122 inh	DENV2 CPE rescue	EWS-Fli inh	FN deposition inh	INS-1E GSIS act	PAX8 reporter	CFTR F508del cor
Cc1cccc(NC(=O)[C@H](Cc2c[nH]c3ccccc23)NC(=O)[C@@H]2Cc3ccccc3CN2)c1	-8	-18	-44	·	·	·	6.8
Cc1nc2ccccc2nc1N1CCCC1	8	0	-28	5	5	9	1.1
COc1ccccc1NC(=O)N[C@@H]1CC[C@H](CCNC(=O)Cc2ccccn2)O[C@@H]1CO	·	6	-6	-11	0	14	0.2
C/C=C/c1ccccc1[C@H]1[C@@H](C#N)N(S(=O)(=O)c2cccc(F)c2)[C@H]1CO	·	-6	9	-2	-14	-8	-1.0
CC1CN(C(=S)Nc2ccccc2)N(c2ccccc2)C1 (centres undefined)	·	1	5	20	5	4	-1.1
COc1ccc(CN(Cc2cccn2C)S(=O)(=O)c2ccc(C)cc2)cc1	15	7	-3	0	·	5	-1.4
COc1ccc(NC(=O)COc2cccc3c2CCNC3=O)cc1	·	-4	6	2	-1	-20	-2.7
Cc1ccc(S(=O)(=O)Nc2nc(C)c(NC(=O)OCCCl)s2)cc1	-10	·	·	-6	2	·	·
CCCCc1nc(SCC(=O)N2CCCCC2)c2c(=O)n(C)c(=O)n(C)c2n1	1	11	-3	5	-40	25	-1.8
Cc1c(C(=O)Nc2ccc(S(N)(=O)=O)cc2)oc2ccc(Cl)cc12	·	-6	-14	-4	-5	-6	3.1
O=C(N/C(=C\c1ccc(O)cc1)C(=O)N1CCCCC1)c1ccccc1	4	-2	-5	-8	18	12	-0.1
COc1ccc(NC(=O)Nc2ccc3c(c2)C(=O)N([C@H](C)CO)C[C@H](C)[C@H](CN(C)C)OCCCC[C@@H](C)O3)cc1	27[16.7 µM]	3&4	8&-1	1	-5&2	-30&-7	-0.9&2.1
CCOC(=O)C(=O)N(C)c1c(CC)nc2c(OCc3ccc(Cl)cc3)cccn12	-6	-7	-2	7	-36	12	0.9

Ordered by SMILES length (smallest number first): part of the list above.
smiles	miR122 inh	DENV2 CPE rescue	EWS-Fli inh	FN deposition inh	INS-1E GSIS act	PAX8 reporter	CFTR F508del cor
Cc1nc2ccccc2nc1N1CCCC1	8	0	-28	5	5	9	1.1
CCCCc1nc(SCC(=O)N2CCCCC2)c2c(=O)n(C)c(=O)n(C)c2n1	1	11	-3	5	-40	25	-1.8
CCOC(=O)C(=O)N(C)c1c(CC)nc2c(OCc3ccc(Cl)cc3)cccn12	-6	-7	-2	7	-36	12	0.9
